# Bioassay records (PubChem BioAssay)
# CHO-K1 Ca antag = M1 antagonist counterscreen hit in parental CHO-K1 cells; inhibition, % at 3 µM; AID 602250; ATP-induced calcium, Fluo-8 fluorescence; hit rate 0.6% among 360,000;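 active means inhibition above a per-plate cutoff, the plate's mean sample inhibition plus 3 SD, cut at about 24% in these data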;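 further: 0% = DMSO plus EC80 ATP and 100% = DMSO alone without ATP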
# TAAR1 antagonist = human TAAR1 antagonists, primary screen, Fluo-8 calcium fluorescence, CHO RD-HGA16 cells. Trace amine-associated receptor 1 (Homo sapiens), Q96RJ0. inhibition, % at 3 µM. AID 624466, 2012. hit rate 1.5% among 360,000. antagonist;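 active means inhibition above a per-plate cutoff, the mean inhibition of test compounds on that plate plus 3 SD, cut at about 49% in these data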;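 further: 0% = DMSO plus EC80 beta-PEA response and 100% = DMSO alone without agonist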
# Target sequence (Q96RJ0 whole entry, looked up): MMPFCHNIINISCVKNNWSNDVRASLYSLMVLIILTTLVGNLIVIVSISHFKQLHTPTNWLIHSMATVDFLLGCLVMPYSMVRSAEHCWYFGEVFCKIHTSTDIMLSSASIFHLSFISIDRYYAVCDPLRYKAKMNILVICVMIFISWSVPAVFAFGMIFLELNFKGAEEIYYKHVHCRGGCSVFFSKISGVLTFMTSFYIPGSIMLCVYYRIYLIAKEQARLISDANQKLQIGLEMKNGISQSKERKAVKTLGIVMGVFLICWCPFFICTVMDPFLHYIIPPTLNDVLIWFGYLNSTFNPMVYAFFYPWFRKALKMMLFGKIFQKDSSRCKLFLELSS
#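 Assay system: CHO-derived RD-HGA16 cells stably expressing human TAAR1 plus Gα16. Timing: 140 s kinetic read after compound, 140 s after agonist. Technique: kinetic Fluo-8 calcium fluorescence measurement. Measure: % inhibition of agonist calcium response.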
# V1R ag counter = agonists of human V1a receptor, primary screen, counter-screen for OXTR agonist project, fluorescence, CHO-V1R cells; Fluo-8 calcium fluorescence, agonist mode; 0% DMSO, 100% 3 nM vasopressin; activation, % at 3 µM; hit rate 0.25% among 320,000;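 active means activation above the mean activation of all tested compounds plus 3 SD, per screening run, cut at about 20% in these data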;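 further: signal is peak over basal fluorescence ratio across a 100 second FLIPR read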
# M1 PAM parental = nonselective calcium activators in parental CHO-K1 cells, primary screen, counter-screen for M1 PAM project, cell-based, Fluo-8 calcium fluorescence, full deck, 1536-well. AID 602247, 2012. hit rate 0.02% among 360,000. activation, % at 3 µM. ATP EC20; 0% at ATP EC20, 100% at ATP max;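 active means activation above the run cutoff, the mean activation of all test compounds plus 3 SD, cut at about 40% in these data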;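 further: peak over basal fluorescence ratio in a 140 s read after ATP addition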
# OXTR ag = human OXTR agonists, primary screen, fluorescence, CHO-OTR cells, Fluo-8 calcium | Fluo-8 calcium fluorescence; normalized: DMSO 0%, oxytocin 100% | Oxytocin receptor (Homo sapiens), P30559 | hit rate 0.32% among 320,000 | activation, % at 3 µM;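 active means activation above the mean of all tested compounds plus 3 SD, cutoff set per screening run, cut at about 20% in these data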;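 further: peak over basal fluorescence ratio from a 100 s FLIPR kinetic read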
# Target sequence (P30559 whole entry, looked up): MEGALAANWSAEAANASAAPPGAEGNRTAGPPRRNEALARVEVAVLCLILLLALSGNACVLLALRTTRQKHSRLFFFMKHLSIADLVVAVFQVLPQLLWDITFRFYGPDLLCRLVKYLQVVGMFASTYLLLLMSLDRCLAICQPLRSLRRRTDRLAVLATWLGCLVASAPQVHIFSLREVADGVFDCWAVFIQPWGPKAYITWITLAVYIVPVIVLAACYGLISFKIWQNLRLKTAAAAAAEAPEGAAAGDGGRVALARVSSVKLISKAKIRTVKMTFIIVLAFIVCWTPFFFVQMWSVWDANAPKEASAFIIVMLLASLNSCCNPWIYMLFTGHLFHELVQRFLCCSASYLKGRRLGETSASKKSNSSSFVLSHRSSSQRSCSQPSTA
# GPR7 antag = GPR7 receptor antagonists, primary screen, cell-based, fluorescence, single concentration. hit rate 1.1% among 290,000. inhibition, % at 4.4 µM. Neuropeptides B/W receptor type 1 (Homo sapiens), P48145. GPR7-expressing cells, fluorescence antagonist assay; in the data active means inhibition above about 16%, passing the limit was not always enough;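 further: cells stimulated with the agonist NPW; 0% = agonist with vehicle and 100% = vehicle without agonist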
# M1 ag parental = counter-screen for M1 agonists: effect in parental CHO-K1 cells. hit rate 0.48% among 360,000. activation, % at 3 µM. Fluo-8 calcium fluorescence; scaled to maximal ATP response, vehicle zero; in the data active means activation above about 15%;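 further: untransfected CHO-K1 host cells lacking M1 receptor as counterscreen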
# OXTR potentiate = human OXTR potentiators, primary screen, fluorescence, CHO-OTR cells, Fluo-8 calcium | Oxytocin receptor (Homo sapiens), P30559 | Fluo-8 calcium fluorescence, potentiator mode; 0% = oxytocin EC15, 100% = EC100 | activation, % at 3 µM | hit rate 0.061% among 320,000;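 active means activation above that plate's cutoff, the mean activation of tested compounds plus 3 SD, cut at about 6.6% in these data, passing the limit was not always enough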;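 further: 100% uses oxytocin at 75 nM as the full agonist control; some results filed as inactive read as strong as hits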
#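 Measured by – Fluo-8 calcium dye fluorescence · Test system – human OTR in CHO cells · Dosing – one concentration, 3.0 µM compound · Controls – EC15 oxytocin alone as 0%, 75 nM oxytocin as 100% · Evaluation – normalized max/min fluorescence ratio, % activation · Timing – 6 min pre-incubation, 100 s read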
# CHO parental Ca = ATP-evoked calcium signal inhibitors, parental CHO, primary screen, counter-screen for OX1R antagonist project, cell-based, fluorescence, Fluo-8 calcium dye; hit rate 0.63% among 330,000; AID 463079, 2010; parental CHO-K1, ATP-induced calcium, Fluo-8 fluorescence; inhibition, % at 5.6 µM;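 active means inhibition above that plate's mean sample inhibition plus 3 SD, cut at about 26% in these data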;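 further: 0% = ATP-challenged DMSO wells and 100% = DMSO wells without ATP; some compounds past the cut are filed as inactive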
#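 Material: Parental CHO cells | Reagent: ATP | Compound dosing: Single nominal dose of 5.6 µM per compound | Detection: Intracellular calcium via Fluo-8 no-wash fluorescent dye | Read-out: % inhibition of ATP-induced calcium mobilization | Benchmarks: Low control ATP plus DMSO, high control DMSO only | Replicates: Singlicate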
# * = called active by the depositor; nt = not tested or not shown.
SMILES,CHO-K1 Ca antag,TAAR1 antagonist,V1R ag counter,M1 PAM parental,OXTR ag,GPR7 antag,M1 ag parental,OXTR potentiate,CHO parental Ca
CCN(CC(O)COc1ccc(OCC(O)CN(CC)C2CCCCC2)cc1)C1CCCCC1 (stereo not drawn),-12,-1,0.7,15,-0.9,-13,0.5,-11,-12
CCOC(=O)C1C(=O)OC2(CCCCC2)C1C(=O)OCC (stereo not drawn),4,-25,-0.8,-4,-0.9,2,-0.6,-8,-7
CCCOc1ccc(C(=O)OCC(=O)c2c(N)n(C)c(=O)n(C)c2=O)cc1OC,-9,-10,0.1,14,0.7,-4,1.8,0,-12
COc1cccc(CN2CCSCC2)c1OC,25*,-14,-0.1,-26,0.3,-12,-0.2,1,-1
O=C(NCc1ccncc1)C1CCC(=O)N(CCc2ccc(Cl)cc2)C1 (stereo not drawn),-8,-14,1.0,0,0.0,-13,0.6,-3,8
Cc1cccc(C)c1NC(=O)CN(C)C(=O)c1ccccc1Sc1ccccc1C#N,8,9,7.0,17,1.5,nt,3.3,1,-30
COc1ccc(S(=O)(=O)N2CCN(C)CC2)cc1NC(=O)c1ccccc1,-14,5,0.1,-6,-0.5,-13,-0.6,1,-11
CCN(CC(=O)Nc1ccccc1OC)C(=O)CN1C(=O)NC(C)(c2ccccc2)C1=O (stereo not drawn),-6,-9,0.5,-3,0.4,nt,0.7,-5,-13
O=C(CSc1ncnc2c1nnn2Cc1ccccc1)NC1CCCCC1,15,-10,-0.1,-8,-0.1,-3,1.1,0,-15
COc1ccccc1N(C(=O)c1snc(C(N)=O)c1N)C(C(=O)NCCC(C)C)c1ccco1 (stereo not drawn),-13,12,-1.2,3,-1.1,-6,-1.0,-1,-28
O=C1CCc2ccccc2N1,-15,-4,0.5,10,0.5,-15,1.2,2,-1
OCCNc1ncnc2c1ncn2[C@H]1CN(Cc2ccncc2)C[C@@H](CO)O1,-8,-5,nt,11,nt,nt,0.1,nt,nt
COc1ccc(CCNC(=O)c2ccc(CSc3ccccc3)o2)cc1,-11,2,-0.5,17,-0.8,-4,3.8,-8,-2
O=C(O)c1ccc2c(=O)n3c(nc2c1)/C(=C/c1ccc(Cl)c([N+](=O)[O-])c1)CC3,-13,-2,0.3,0,-0.3,0,0.7,-7,-6
CCOc1ccc(-c2nn(-c3ccccc3)cc2/C=C2\SC(=S)N(C3CCS(=O)(=O)C3)C2=O)cc1 (stereo not drawn),-1,-18,1.4,7,0.1,-7,0.5,-15,-12
Cc1ccc2nc(SCCC#N)nc(C)c2c1,-11,-5,1.0,20,-1.6,-8,0.1,-2,-12
Cc1ccc(S(=O)(=O)Nc2ccc(S(=O)(=O)N3CCOCC3)cc2)cc1,-9,0,4.5,31,2.5,-5,1.7,-12,-5
CCC(C)(C(=O)NC1CCCCC1)N(C(=O)CC1NC(=O)NC1=O)c1c(C)n(C)n(-c2ccccc2)c1=O (stereo not drawn),0,-21,0.6,5,0.5,-9,6.6,1,-3
CCOC(=O)c1ccc(S(=O)(=O)N2CCN(C(=O)c3cccc(S(=O)(=O)N4CC(C)OC(C)C4)c3)CC2)cc1 (stereo not drawn),-15,12,nt,6,nt,nt,0.7,nt,nt
Brc1ccc(OCc2nc(-c3ccccn3)n[nH]2)cc1,-12,15,1.5,22,1.2,-10,-0.3,-1,-19
COc1ccc(C(=O)NCCSCc2ccc(C)cc2)cc1,-3,6,0.4,8,-2.1,1,0.3,1,-13
CSc1ncccc1C(=O)OCC(=O)NCc1ccc2c(c1)OCO2,5,20,0.4,0,-1.6,2,0.2,-6,-21
Cn1c(SCc2nc3ccccc3s2)nnc1-c1cccs1,5,-11,0.0,10,-1.6,15,0.4,-1,-25
Clc1cccc2sc(-c3nnc(-c4ccccc4)o3)c(Cl)c12,26*,1,1.1,-7,0.3,-11,-0.5,-6,-12
CCOC(=O)C1CCN(C(=O)CCc2nnc3ccc(N4CCC(C)CC4)nn23)CC1,-15,-19,-1.8,17,-3.0,-13,-0.6,-10,-19
CC1CCCN(C(=O)COc2ccc(Nc3ccccc3)cc2)C1 (stereo not drawn),-18,0,1.2,16,-0.6,-15,1.5,-10,-19
C/C(=N\NC(=O)c1ccc2c(c1)OCO2)c1ccc(O)cc1,-6,-3,-0.1,7,0.4,-12,0.3,-3,-7
O=C(NC1CCCC1)C(c1cccnc1)N(Cc1ccccc1F)C(=O)c1csnn1 (stereo not drawn),4,7,-0.3,-17,-1.3,-1,1.4,-9,-12
CCN(C)C1CN(Cc2cn(Cc3ccc(C(F)(F)F)cc3)nn2)S(=O)(=O)C1 (stereo not drawn),-14,-33,nt,-3,nt,nt,0.7,nt,nt
Nc1nnc2c(C(F)(F)F)nc3ccccc3n12,5,-2,0.7,-19,0.2,-15,0.1,-5,-16

# Taken from the listing, 2 compounds:
SMILES,CHO-K1 Ca antag,TAAR1 antagonist,V1R ag counter,M1 PAM parental,OXTR ag,GPR7 antag,M1 ag parental,OXTR potentiate,CHO parental Ca
COc1ccc(C(=O)NCCSCc2ccc(C)cc2)cc1,-3,6,0.4,8,-2.1,1,0.3,1,-13
CSc1ncccc1C(=O)OCC(=O)NCc1ccc2c(c1)OCO2,5,20,0.4,0,-1.6,2,0.2,-6,-21

# The list goes on.
SMILES,CHO-K1 Ca antag,TAAR1 antagonist,V1R ag counter,M1 PAM parental,OXTR ag,GPR7 antag,M1 ag parental,OXTR potentiate,CHO parental Ca
COc1ccc(C2(C)NC(=O)N(CC(=O)c3cc(C)n(C4CC4)c3C)C2=O)cc1OC (stereo not drawn),-8,-18,3.6,7,4.8,nt,3.8,-4,-16
Cc1ccc(C(=O)Nc2cc3c(cc2N2CCCCC2)n(C)c(=O)n3C)cc1,-19,nt,-0.2,6,-0.7,-3,0.7,-5,-11
COc1ccc(-n2c(SCC#N)nc3c(sc(=S)n3-c3ccccc3)c2=O)c(OC)c1,2,3,1.5,8,-0.1,-7,0.2,-7,-12
COc1cccc(OCc2ccc(C(=O)NCC3CCCO3)cc2)c1 (stereo not drawn),-3,5,1.2,6,-1.2,-3,4.6,-12,-5
Cc1ccc(-n2ncc3c2CCCC3NC(=O)CCN2CCCC2=O)cc1C (stereo not drawn),-5,-30,0.5,-5,-1.0,-7,1.5,-10,-17
CSc1nc2nccc(/C=C\c3ccccc3)n2n1,-4,-6,-1.9,14,-2.0,14,0.0,1,-15
O=C(CN1CCOCC1)N/N=C/c1ccc(-c2ccc(C(=O)O)cc2)o1,-14,-5,0.9,20,0.3,-9,0.7,-15,7
CC(C)NC(=O)COc1nncc2ccccc12,-10,-3,7.4,23,-1.6,-4,0.5,-12,-2
CCN(CC)S(=O)(=O)c1ccc2oc(C(=O)NC(C)C)c(C)c2c1,8,11,2.1,4,0.2,0,1.2,-10,-13
CN(C)c1ccncc1C(=O)Nc1ccc(F)cc1F,18,-21,1.0,-29,1.3,12,-0.6,1,4
O=C(CSc1nnc(COc2ccc(Br)cc2)o1)N1CCOCC1,-9,9,3.5,25,0.3,-10,2.2,3,-19
COc1ccccc1-c1cc2nc(NCCOc3ccccc3)ccn2n1,-10,25,nt,19,nt,nt,1.6,nt,nt
COc1ccc(-c2nc3ccccc3c(=O)n2CCOc2ccc(C)cc2C)cc1,-1,-5,0.7,14,0.6,-12,0.5,-3,-8
CC(=O)N1N=C(c2ccc(Br)cc2)CC1c1cn(C)c2ccccc12 (stereo not drawn),10,-18,-0.2,-1,-2.2,3,0.3,-3,-13
CCCCn1nnnc1C(c1cc2ccccc2o1)N(C)Cc1ccc(Cl)cc1 (stereo not drawn),-15,19,nt,-4,nt,nt,1.2,nt,nt
Oc1ccccc1N=Cc1c(O)ccc2ccccc12,8,31,nt,-2,nt,-5,13,nt,nt
Cc1ccc(OCCSc2nc(NC(C)C)nc(NC(C)C)n2)cc1,1,-4,1.5,25,-0.1,-24,14,-8,-14
COc1ccc(/C(O)=C2/C(=O)C(=O)N(CCCN3CCOCC3)C2c2ccc(Cl)cc2)cc1 (stereo not drawn),-1,-1,nt,5,nt,nt,0.2,nt,nt
CCN(C(=O)CSc1ncccc1C(=O)O)C1CCCCC1,-9,7,-0.3,13,0.2,-12,0.1,-8,-4

# An excerpt of these results, with two lines to a compound.
# Second line of a record: CHO-K1 Ca antag	TAAR1 antagonist	V1R ag counter	M1 PAM parental	OXTR ag	GPR7 antag	M1 ag parental	OXTR potentiate	CHO parental Ca
- COc1ccc(-c2nc3ccccc3c(=O)n2CCOc2ccc(C)cc2C)cc1
→ -1	-5	0.7	14	0.6	-12	0.5	-3	-8
- Cc1cccc(C)c1NC(=O)CN(C)C(=O)c1ccccc1Sc1ccccc1C#N
→ 8	9	7.0	17	1.5	nt	3.3	1	-30
- COc1ccc(S(=O)(=O)N2CCN(C)CC2)cc1NC(=O)c1ccccc1
→ -14	5	0.1	-6	-0.5	-13	-0.6	1	-11
